Compound activity: PubChem, National Center for Advancing Translational Sciences (NCATS)
HT1080 IDH1KD tx: toxicity to HT-1080 IDH1 knockdown cells (counter line) | actives 2% (n = 360,000) | Potency, µM (titrated, usually from 46.1 µM), for the others: at the top dose activity, negative = toxicity, most hits filed as cytotoxic | AID 686971 | HT-1080 IDH1 knockdown viability, ATP luminescence, 48 h;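 note: 0% = DMSO wells and -100% = cell-free medium wells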
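HT-1080-IDH1KD cells (IDH1 knocked down), 750/well in RPMI with 5% FBS, treated with compound 48 h at 37 degrees C. Viability by CellTiter-Glo luminescence, normalised to DMSO and no-cell wells; concentration-response curves classed.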
HT1080NT lethal: kills 2HG-producing HT-1080-NT fibrosarcoma cells; actives 1.6% (n = 360,000); HT-1080-NT fibrosarcoma viability, CellTiter-Glo ATP luminescence, 48 h; Potency, µM (titrated, usually from 46.1 µM), for inactives: at the highest dose activity, negative = less viability, usual class: cytotoxic;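 note: NT is the 2HG producing partner of a matched IDH1 knockdown line; 0% = DMSO-treated cells and -100% = media-only wells without cells; nearly all actives have a fitted effect of over 55% in size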
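A 48-hour cytotoxicity screen used HT-1080-NT cells plated 2 hours before compound delivery. ATP-based CellTiter-Glo luminescence measured viability, normalized to DMSO and no-cell controls.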
GLP-1R inv ag: inverse agonists of human GLP-1 receptor. P43220. AID 624417. HEK293 GLP-1R CRE-luciferase, luminescence, 24 h; GLP-1R form is constitutively active. Potency, µM (series often up to 38.3 µM), for the others: at the top dose activity change, negative = inhibition, most hits filed as inhibitors. actives 1.6% (n = 410,000); note: % is set by controls: 0 for no effect and ±100 for the full control effect; nearly all actives have a fitted effect of over 55% in size
Target sequence (P43220 whole entry, looked up): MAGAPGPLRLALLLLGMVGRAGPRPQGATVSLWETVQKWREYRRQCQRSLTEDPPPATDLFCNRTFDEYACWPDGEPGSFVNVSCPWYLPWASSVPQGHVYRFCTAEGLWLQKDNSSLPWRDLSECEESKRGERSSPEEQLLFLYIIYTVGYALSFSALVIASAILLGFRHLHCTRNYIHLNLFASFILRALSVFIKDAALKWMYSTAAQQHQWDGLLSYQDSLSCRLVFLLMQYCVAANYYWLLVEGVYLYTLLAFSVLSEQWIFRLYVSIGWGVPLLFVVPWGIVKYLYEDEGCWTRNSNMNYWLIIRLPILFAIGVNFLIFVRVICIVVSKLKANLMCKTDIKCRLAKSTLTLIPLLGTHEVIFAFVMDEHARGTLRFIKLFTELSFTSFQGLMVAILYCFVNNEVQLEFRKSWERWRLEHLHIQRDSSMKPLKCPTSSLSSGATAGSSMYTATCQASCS
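Inverse agonists were sought by their lowering of basal cAMP reporter luciferase output in HEK293 cells stably carrying constitutively active human GLP-1R, after 24 h compound treatment.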
GLP1R ag: GLP-1 receptor (human) agonism. P43220. HEK293 GLP-1R CRE-luciferase, luminescence, 4-6 h; cells express a hypersensitive GLP-1R form. actives 0.007% (n = 380,000). Potency, µM (titrated, usually from 45.6 µM), inactives show top-dose activation, most hits filed as activators; note: % of control where 0% means no effect
SW480 rereplic: DNA re-replication induction in SW480 cells; AID 624297; SW480 DNA re-replication, Hoechst DNA content imaging, 48 h; actives 1.8% (n = 340,000); Potency, µM (top dose mostly 46.1 µM), for the others: at the top dose re-replication activation, usual class: activators; note: % of control where 0% means no effect; nearly all actives have a fitted effect of over 55% in size
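Quantitative HTS format with DMSO vehicle controls; 48 hr drug incubation at 37 C, then 40 min Hoechst staining and scanning imager measurement at 405 nm excitation.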
GLP1R cytotox: cytotoxicity in counter-screen for GLP-1R inverse agonists; HEK293 cAMP-luciferase reporter cells, luminescence, 24 h; Potency, µM (highest dose often 38.3 µM), for inactives: top-dose activity change, negative = inhibition, actives largely listed as inhibitors; actives 0.13% (n = 410,000); AID 624418;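 note: loss of luciferase light is scored as toxicity; % is set by controls: 0 for no effect and ±100 for the full control effect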
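1536-well qHTS counterscreen of the MLSMR; 200 cells/uL, 12 h pre-incubation, 23 nL cpd, 24 h at 37 deg C 5% CO2, luciferase detection reagent, 12 min RT, luminescence. Inhibition = undesired.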
TDP43 rescue: rescues yeast growth from TDP-43 toxicity; Potency, µM (doses to about 46.1 µM), for the others: top-dose growth rescue (activation), usual class: activators; actives 1.8% (n = 410,000); TDP-43 expressing yeast growth rescue, BacTiter-Glo, 24 h; note: % of control where 0% means no effect; nearly all actives have a fitted effect of over 50% in size
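Yeast cells expressing TDP-43 under galactose induction are exposed to compounds for 24 hr at 30 deg C. BacTiter-Glo luminescence measures growth, so protective compounds score as activators.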
KB-V1 cytotox: kills drug-selected multidrug resistant KB-V1 cells; Potency, µM (highest dose often 46.1 µM), inactives show at the highest dose activity change, negative = cytotoxicity, usual class: cytotoxic; KB-V1 MDR cells viability, CellTiter-Glo, 72 h; AID 1347076; actives 3.4% (n = 400,000); note: % is set by controls: 0 for no effect and ±100 for the full control effect; nearly all actives have a fitted effect of over 60% in size
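Following 72 h at 37 degrees C with compound, KB-V1 cell viability was read by CellTiter-Glo luminescence, medium being phenol-red-free DMEM plus 10% FBS; concentration-response parameters came from normalized, curve-fitted qHTS data.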
KB-3-1 cytotox: KB-3-1 parental cell cytotoxicity; KB-3-1 viability, CellTiter-Glo ATP luminescence, 72 h; Potency, µM (top dose mostly 46.1 µM), for inactives: at the top dose activity change, negative = cytotoxic, most hits filed as cytotoxic; actives 1.4% (n = 400,000); note: % is set by controls: 0 for no effect and ±100 for the full control effect; nearly all actives have a fitted effect of over 60% in size
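Here the drug-naive KB-3-1 line serves as comparator for MDR sub-line selectivity; cells received compound titrations, 72 h at 37 °C, then CellTiter-Glo readout.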
An asterisk follows results filed as active; ? = inconclusive; nt = not tested or not shown; [ ] = remark or other dose. Calls come from the whole dose curve; as a rule, active = well fitted curve in the direction sought with a large enough effect; inconclusive = small, poorly fitted or top-dose-only effect, or another doubt; inactive = no such curve, though single readings can be large; an effect the other way counts as inactive or inconclusive. Potency is the fitted concentration of half-maximal effect.

SMILES	HT1080 IDH1KD tx	HT1080NT lethal	GLP-1R inv ag	GLP1R ag	SW480 rereplic	GLP1R cytotox	TDP43 rescue	KB-V1 cytotox	KB-3-1 cytotox
COc1ccc(CC(=O)N2CCN(c3ccccc3)CC2)cc1OC	11%	5%	14%	-2%	0%	0%	22%	0%	-12%
Cn1c(=O)n(C)c2cc(S(=O)(=O)N3CCCCC3)ccc21	-8%	-9%	14%	6%	1%	0%	-15%	-3%	-6%
COc1ccccc1N(CC(=O)NC1CCCCC1)S(=O)(=O)c1cccs1	2%	0%	-3%	12%	-25%	-6%	3%	?	-3%
Cc1cccc(NC2=C(Cl)C(=O)OC2OC(=O)c2ccco2)c1 (configuration not stated)	-9%	?	-5%	1%	4.6µM*	-12%	3%	6%	11%
COc1ccc(C(Nc2ccccn2)c2oc(CO)cc(=O)c2O)cc1 (configuration not stated)	19%	15%	6%	0%	-24%	-18%	7%	-3%	8%
Cc1cc(C)c(C)c(S(=O)(=O)Nc2ccccc2C(=O)NCCCN2CCOCC2)c1C	-8%	-5%	?	12%	-1%	2%	5%	?	4%
c1ccc(CCNC2=NCCCS2)cc1	-3%	2%	-18%	-11%	8%	-1%	-13%	0%	-2%
CCOC(=O)c1ccc(OCCOc2cccc(C)c2)cc1	8%	14%	-20%	0%	-39%[inhibitor]	-13%	15%	0%	5%
O=c1[nH]c2ccc(NCc3ccccc3F)cc2[nH]1	nt	nt	24%	nt	nt	-8%	4%	-27%	7%
COC(=O)c1ccc(-n2nnnc2SCC(=O)Nc2ccccc2C(=O)OC)cc1	-2%	-1%	-1%	-3%	-4%	4%	2%	14%	11%
N#Cc1c(N2CCN(C(=O)c3ccccc3Cl)CC2)nc(-c2ccccc2)c2c1CCCC2	-5%	-2%	-2%	5%	24%	15%	?	0%	5%
O=C(O)/C=C/c1cn(Cc2ccccc2Cl)nc1-c1ccccc1	-5%	-6%	-1%	-1%	-4%	-2%	?	-2%	7%
CC1(NC(=O)COc2ccccc2-c2ccccc2)CCS(=O)(=O)C1 (configuration not stated)	-21%	-4%	4%	1%	-3%	3%	7%	0%	1%
CCCc1cc(C(=O)Nc2cc(C)on2)no1	11%	17%	17%	9%	0%	2%	?	17%	21%
CCc1ccc(C2CC(=O)N3CN(c4ccccc4)CSC3=C2C#N)cc1 (configuration not stated)	-11%	0%	-16%	-2%	1%	-16%	14%	15%	0%
CC(=O)NCCc1ccc(S(=O)(=O)N(C)C2CCS(=O)(=O)C2)cc1 (configuration not stated)	-13%	15%	8%	-8%	-3%	-14%	-11%	-14%	1%
Cc1noc(C)c1COC(=O)c1csc2c1CCC(C)C2 (configuration not stated)	0%	0%	?	?	-6%	13%	-3%	21µM*	-5%
CCOC(=O)c1c(NC(=O)CSc2nnc(CNc3ccc(F)cc3)o2)sc(C(C)=O)c1C	0%	-1%	0%	-12%	-3%	-21%	14%	-12%	-3%
Nc1nonc1-n1nnc(C(=O)N/N=C/c2c(Cl)cccc2Cl)c1CSC1=NCCS1	15%	23%	1%	-4%	24%	-3%	-28%	-6%	?
CC(=O)OC1OCCOC1NC(=S)NCc1ccco1 (configuration not stated)	9%	13%	4%	3%	-8%	-1%	17%[9.22 µM]	-5%	-7%
COc1ccccc1CNC(=O)c1ccc2c(c1)nc(C)n2-c1cccc(C)c1	nt	nt	8%	nt	nt	-4%	nt	-6%	-19%
Cc1cc(C(=O)NCC(C)(C)N2CCOCC2)c(C)o1	4%	12%	-25%	9%	-313%[inhibitor]	-4%	-21%	10%	3%
COc1ccc(NC(=O)Nc2ccc(C)cc2OC(F)F)cc1OC	-1%	5%	?	6%	-13%	-8%	28%	0%	-6%
C=C1CCC[C@]2(C)C[C@H]3OC(=O)C(CNCCN(C)C)[C@H]3CC12 (some centres not stated)	?	?	40%[activator]	2%	?	-15%	28%	?	-25%

The final 5 entries of the section above are carried over, then new ones follow.
SMILES	HT1080 IDH1KD tx	HT1080NT lethal	GLP-1R inv ag	GLP1R ag	SW480 rereplic	GLP1R cytotox	TDP43 rescue	KB-V1 cytotox	KB-3-1 cytotox
CC(=O)OC1OCCOC1NC(=S)NCc1ccco1 (configuration not stated)	9%	13%	4%	3%	-8%	-1%	17%[9.22 µM]	-5%	-7%
COc1ccccc1CNC(=O)c1ccc2c(c1)nc(C)n2-c1cccc(C)c1	nt	nt	8%	nt	nt	-4%	nt	-6%	-19%
Cc1cc(C(=O)NCC(C)(C)N2CCOCC2)c(C)o1	4%	12%	-25%	9%	-313%[inhibitor]	-4%	-21%	10%	3%
COc1ccc(NC(=O)Nc2ccc(C)cc2OC(F)F)cc1OC	-1%	5%	?	6%	-13%	-8%	28%	0%	-6%
C=C1CCC[C@]2(C)C[C@H]3OC(=O)C(CNCCN(C)C)[C@H]3CC12 (some centres not stated)	?	?	40%[activator]	2%	?	-15%	28%	?	-25%
Cc1cc(C)c(NC(=O)C(C)(C)C)c(Cl)c1	16%	8%	4%	-4%	-3%	-4%	-5%	13%	2%
Cn1c2c(c(=O)n(C)c1=O)C(CC(=O)Nc1ccccc1)C(=O)N2 (configuration not stated)	-1%	1%	-8%	-10%	-1%	-1%	0%	-3%	7%
CC(C)C1=CC(=NS(=O)(=O)c2cccc([N+](=O)[O-])c2)C=C(C(C)C)C1=O	6%	13%	7%	-4%	-3%	-8%	16%	7%	0%
COc1ccc(NC(=O)c2cc(-c3cc(C)cc(C)c3O)n[nH]2)cc1Cl	?	-32%	-30%	-15%	-1%	?	16%	?	?
Cc1ccc(C(CCN)c2ccco2)cc1 (configuration not stated)	3%	-5%	?	2%	10%	35%[activator]	-12%	-2%	-1%
Cc1ccccc1N(CC(=O)NCc1ccncc1)S(C)(=O)=O	1%	5%	-23%	-5%	0%	?	-14%	2%	8%
Cc1c(CCCl)c(Cl)n2c(nc3ccccc32)c1C#N	2.3µM*	2.6µM*	?	-1%	?	-2%	7.1µM*	1.6µM*	2.1µM*
CC(C)(C)NC(=O)C(c1ccncc1)N(C(=O)C1CSC(=O)C1)c1ccccc1 (configuration not stated)	5%	11%	-13%	-1%	-13%	-1%	0%	-7%	-3%
O=c1/c(=C/c2ccccn2)sc2nc3ccccc3n12	10%	6%	0%	-10%	-2%	-10%	6%	-14%	16%
CCCCNC1(C#N)CCN(Cc2ccccc2)CC1	13%	-1%	2%	1%	-1%	4%	-12%	0%	-5%
CS(=O)(=O)N(CC(=O)Nc1ccccc1C(=O)NCCc1ccccc1)c1ccc2c(c1)OCCO2	-2%	7%	2%	17%	-1%	-6%	-22%	15%	1%
CCc1nnc(NC(=O)CCC(=O)NC2CCCCCCC2)s1	3%	0%	-8%	12%	19%	3%	2%	-8%	4%
COc1ccc(C(=O)COC(=O)C2CCN(S(=O)(=O)c3cccc4cccnc34)CC2)cc1	3%	0%	8%	-3%	-4%	-28%	11%	34%	5%
O=C(Cc1ccc(-c2ccccc2)cc1)NNC(=S)NCc1ccco1	-8%	-14%	?	5%	1%	-1%	0%	8.2µM*	-21%
Cc1cccc(NC(=O)/C(C#N)=C/c2cn(CC(=O)NCc3ccco3)c3ccccc23)c1	-3%	-6%	9%	0%	?	104%[activator]	6%	-23%	16%
Cc1cc(=O)oc2c(C)c(OCC(=O)N3CCN(c4cccc(Cl)c4)CC3)ccc12	2%	-17%	?	-4%	-11%	1%	?	-19%	-13%
Cc1csc(NC(=O)Cc2coc3cc(C)c(C(C)C)cc23)n1	23µM*	?	?	6%	?	-30%	-64%[inhibitor]	?	?
O=C(CSc1nc(C(F)(F)F)cc(=O)[nH]1)N1CCC(Cc2ccccc2)CC1	-9%	-10%	?	1%	?	22%	-23%	22%	-1%
Cc1noc(C)c1S(=O)(=O)N(C)C[C@H]1Oc2c(NS(=O)(=O)c3cn(C)cn3)cccc2C(=O)N([C@H](C)CO)C[C@@H]1C	2%	0%	-4%	-1%	-3%	1%	17%	0%	0%
CCCCn1c(N)c(N(CCOC)C(=O)C(C)Oc2ccc(Cl)cc2)c(=O)[nH]c1=O (configuration not stated)	-1%	0%	11%	-2%	1%	11%	1%	7%	-4%
COc1ccc(S(=O)(=O)N2CCN(c3cccc(C)c3C)CC2)cc1	-1%	12%	?	0%	1%	6%	7%	14%	-3%
O=C(O)CC(C(=O)Nc1cccc(C(F)(F)F)c1)C1CCCO1 (configuration not stated)	-10%	9%	4%	-9%	-9%	6%	6%	6%	-5%
O=C(NCc1ccco1)c1ccc2c(c1)S(=O)(=O)c1ccccc1C2=O	0%	0%	74%[activator]	12%	-12%	-6%	22%	8%	18%
O=C1C[C@H](NC(=O)OCc2ccccc2)CO1	0%	3%	2%	3%	-1%	-7%	7%	?	4%
Clc1ccccc1-c1nnc(SCc2nc(-c3ccccc3)no2)n1-c1ccccc1	nt	nt	10µM*	nt	nt	-7%	?	-19%	?
Cc1cc(=O)[nH]c(SCC(=O)Nc2cccc(C(F)(F)F)c2)n1	-1%	-1%	27%	0%	1%	3%	0%	15%	-10%
O=C(Nc1sc2c(c1C(=O)O)CCC2)c1ccccc1Cl	-1%	-2%	-11%	-9%	-1%	-30%	0%	-6%	-17%
Cc1cc(Cl)ccc1NC(=S)NCCN1CCOCC1	23%	15%	0%	-7%	-4%	0%	-1%	0%	13%
COc1ccc(CN2CCc3c([nH]c4ccccc34)C2)cc1Br	-18%	-15%	?	18%	?	-29%	-24%	-24%	-1%
CCNC(=S)NNc1nnc(-c2ccccc2)c(-c2ccccc2)n1	0%	-2%	10%	-11%	-2%	-7%	5%	1%	19%
CC(C)(Cc1nc2ccccc2[nH]1)C(=O)O	6%	5%	0%	0%	-8%	2%	-3%	20%	4%
O=C(Cn1cnc([N+](=O)[O-])n1)NC1CC1	6%	3%	-8%	-5%	-29%	4%	11%	17%	-7%
